Screening results as filed in PubChem BioAssay.
D3 antag – qHTS of D3 Dopamine Receptor Antagonist: qHTS; D(3) dopamine receptor (Homo sapiens), P35462; D3R cells, DiscoveRx beta-arrestin luminescence, antagonist mode; hits give low values; max response, negative = inhibition, %; actives 2.5% (n = 360,000); AID 652054, 2013; in the data active = max response below about -50%; inconclusive = no clear call, values can overlap the other calls; note: % is set by controls: 0 for no effect and ±100 for the full control effect; mostly tested at two doses, the higher about 12 µM
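Cells expressing the human receptor were seeded at 1500 cells/well, incubated overnight at 37 degrees C in 5% CO2, then exposed to library compounds with dopamine controls for 90 minutes at 37 degrees C before luminescent detection.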
PTHR1 agonist – qHTS for PTHR1 Agonists: Primary Screen; Parathyroid hormone/parathyroid hormone-related peptide receptor (Homo sapiens), Q03431; HEK293 GP2 PTHR1 cells, GloSensor cAMP luminescence, 1 h; Potency, µM (series often up to 115 µM), without a hit: top-dose activation, hits mostly activators; actives 0.075% (n = 410,000); AID 743266, 2014; note: potency is the fitted concentration of half-maximal effect; nearly all actives have a fitted effect of over 55% in size; some results filed as inactive show a strong effect at the top dose; inactives centre near -15; many of its hits are not listed in these tables
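HEK-293-derived GP2 cells expressing PTHR1 and a GloSensor cAMP reporter, 3,000/well, plated overnight, given luciferin plus IBMX (each 0.5 mM as added) for 1 h at 37 °C, then compound for 1 h at 37 °C. Luminescence was read after 15 min at room temperature.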
CCT chaperon mod – High-Throughput Screening for Modulators of Cytosolic Chaperonin Activity | purified chaperonin ATPase assay, HTRF ADP detection, 30 min | AID 651819, 2012 | activity change, % (concentration not given with the values), hits read low | actives 0.3% (n = 360,000); in the data active = activity change below about -30%; note: % is set by controls: 0 for no effect and ±100 for the full control effect
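First, chaperonin was dispensed at 40 nM or 20 nM final depending on batch activity. Next, compounds were pinned at 76 uM and ATP added at 10 uM. After 30 min at 37 °C, ADP detection reagents ran 30 min at ambient temperature.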
DRD3 agonist – qHTS of D3 Dopamine Receptor Agonist: qHTS | D(3) dopamine receptor (Homo sapiens), P35462 | D3R DiscoveRx beta-arrestin cells, luminescence, 90 min | max activation, % | actives 0.58% (n = 410,000) | AID 652048, 2013; in the data active = max activation above about 30%; note: 0% is about no effect; mostly tested at two doses, the higher about 12 µM
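Cells at 1500/well, incubated overnight, then treated with pinned compounds (dopamine as control) for 90 min at 37 degrees C. DiscoveRx reagent added for 30 - 60 minutes at room temperature; luminescence read.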
pAkt inh – HTS Assay for Inhibitors of Akt Phophorylation: Primary Screen. Neuro2A IGF-stimulated pAkt S473 HTRF, 20 min; hits give low values. activity change, % for hits at 50 µM. actives 0.32% (n = 360,000). AID 651550, 2012; in the data active = activity change below about -80%; inconclusive = mostly about -51% to -80%; note: % is set by controls: 0 for no effect and ±100 for the full control effect
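Single-point screen (50 µM final compound) in Neuro2A cells stimulated 20 min with 6 nM IGF at 37 deg C. After lysis, Ser473-phosphorylated Akt read by HTRF (ex 330 nm, em 615/665 nm) as the 665/615 ratio.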
MmCpn inh – Inhibitors of TCP-1 ring complex (TRiC) of Methanococcus maripaludis (MmCpn): qHTS. purified Mm-Cpn ATPase, ADP Transcreener TR-FRET. Potency, µM (titrated, usually from 76.9 µM), for the others: at the top dose activity, negative = inhibition, actives largely listed as inhibitors. actives 0.031% (n = 330,000). AID 504842, 2011; note: potency is the fitted concentration of half-maximal effect; % is set by controls: 0 for no effect and ±100 for the full control effect; nearly all actives have a fitted effect of over 80% in size
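ATPase read-out: TR-FRET ADP immunoassay (anti-ADP Eu cryptate vs ADP-d2), ex 320 nm, em 590/665 nm; signal drops as ADP forms. Enzyme 25 nM, ATP 10 uM, 30 min at 37°C after 10 min compound preincubation.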
EPAC2 ag – qHTS for Agonist of cAMP-regulated guanine nucleotide exchange factor 4 (EPAC2): primary screen; Rap guanine nucleotide exchange factor 4 (Homo sapiens), Q8WZA2; EPAC2 activation, biochemical qHTS; response scale: 100% = 6.5 mM cAMP response; Potency, µM (titrated, usually from 154 µM), without a hit: at the highest dose activation, hits mostly activators; actives 0.079% (n = 360,000); AID 720711, 2013; note: potency is the fitted concentration of half-maximal effect; nearly all actives have a fitted effect of over 50% in size
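Compounds were titrated in qHTS against a Rap1B-BODIPY-GDP (250 nM) complex with EPAC2 (100 nM) and GDP (50 uM). BODIPY-GDP release tracked at 480/540 nm over 30 min at room temperature, normalized to 6.5 mM cAMP.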
EPAC2 antagonist – qHTS for Antagonist of cAMP-regulated guanine nucleotide exchange factor 2 (EPAC2): primary screen. EPAC2 GEF exchange of Rap1B-BODIPY-GDP, fluorescence. Potency, µM (doses to about 114 µM), for the others: top-dose activity, negative = inhibition, usual class: inhibitors. actives 0.18% (n = 360,000). AID 720708, 2013; note: potency is the fitted concentration of half-maximal effect; % is set by controls: 0 for no effect and ±100 for the full control effect; nearly all actives have a fitted effect of over 45% in size; many of its hits are not listed in these tables
The depositor's hits bear a star; i = inactive; ? = inconclusive; . = not tested or not shown; [ ] = dose if it differs, or a comment. Unless noted, calls come from the whole dose curve; as a rule, active = well fitted curve in the direction sought with a large enough effect; inconclusive = small, poorly fitted or top-dose-only effect, or another doubt; inactive = no such curve, though single readings can be large; an effect the other way counts as inactive or inconclusive. This is a subset; the hit share may differ from the screen's.

SMILES	D3 antag	PTHR1 agonist	CCT chaperon mod	DRD3 agonist	pAkt inh	MmCpn inh	EPAC2 ag	EPAC2 antagonist
O=C(Nc1ccccc1Cl)C1Cc2ccccc2O/C1=N\O (centres undefined)	8	-2%	1.5	-3	i	0%	4%	5%
COc1cc(N=Nc2cccc(S(N)(=O)=O)c2)c2ccccc2c1N	?	i	2.3	-15	i	-7%	17%	-8%
COc1ccc2c(CC(=O)N(C)CC3COc4ccccc4O3)coc2c1 (centres undefined)	6	-2%[57.5 µM]	-17	-1	i	-2%	-3%	-6%
CCOc1cc(/C=C2\SC(=S)N(NS(=O)(=O)c3ccc(C)cc3)C2=O)ccc1O	?	-29%	-0.2	-1	i	.	-1%	?
COc1ccc(COc2cc(-c3cccc(OC)c3)nc3ccc(NC(=O)c4cccnc4)cc23)cc1	50	i	0.5	8	i	-6%	7%	17%
CCC(CO)NCc1ccc(-c2ccccc2)cc1 (centres undefined)	0	-19%	0.5	-3	i	0%	14%	-9%
COC(=O)c1cc(OC)c(OC)cc1NC(=O)CSc1ccccc1	31	i	-0.4	11	i	-3%	1%	-4%
O=C(Nc1cc(Br)ccc1O)c1cc(-c2ccco2)on1	-1	i	0.0	-7	i	-4%	5%	3%
CSc1nsc(SCc2ccc(Cl)cc2)n1	-18	i	-3.0	3	i	1%	5%	2%
O=C(NC12CC3CC(CC(C3)C1)C2)N1CCN(C(=O)C2CCCO2)CC1 (centres undefined)	14	-18%[57.5 µM]	-4.5	2	i	0%	-1%	3%
CCCCOC(=O)CSc1nnc(-c2ccc(Cl)cc2Cl)o1	-52*	i	-2.9	-2	i	-2%	-16%	?
CCOc1ccc(OCCCC(=O)NNC(=O)c2ccncc2)cc1	-13	i	-3.5	6	i	1%	-1%	0%
COc1ccc(-c2nc(CN3CCC(C(=O)NCC4CCCO4)CC3)c(C)o2)cc1OC (centres undefined)	2	-15%	0.4	5	i	-1%	-1%	-6%
COc1ccc(OC)c(-n2c(C)nc3cc(C(=O)O)ccc32)c1	29	i	-2.6	0	i	?	-9%	1%
COc1ccc(CN(CC(=O)NCc2ccc(F)cc2)C(=O)c2csnn2)cc1	1	i	-0.9	8	i	2%	2%	7%
Cc1cc2oc(C(=O)NCCc3ccc(S(N)(=O)=O)cc3)c(C)c2cc1C	0	-18%	0.3	12	i	-19%	-7%	7%
CCN(CC)c1ccc(NC(=O)c2[nH]c(C)c(C(C)=O)c2C)c(C)c1	105	-12%[57.5 µM]	-0.7	-1	i	-1%	-3%	-7%
COc1cc(C(=O)N[C@@H](Cc2c[nH]c3ccccc23)C(=O)O)cc(OC)c1OC	0	-11%	0.8	15	i	2%	4%	9%
O=C(CNc1ccc(F)cc1)N/N=C1\CCCc2ccccc21	3	-7%	1.8	-4	i	-1%	-14%	-9%
Cc1ccccc1CN(c1ccc(C(=O)Nc2cccnc2)cc1)S(C)(=O)=O	-20	-16%	-1.3	-2	.	-1%	4%	10%
COc1cc(NC(=O)COc2c(C)cc(C)cc2[N+](=O)[O-])c(OC)cc1Cl	9	i	-4.5	6	i	-6%	19%	-15%
COCC(=O)Nc1nnc(COc2ccc(Cl)cc2)s1	-25	i	-2.8	2	i	1%	-20%	-17%[57.1 µM]
O=C(Cn1nnc(-c2cccs2)n1)NNC(=O)c1ccccc1Cl	4	i	-3.1	8	i	-1%	7%	2%
Clc1cccc(Oc2ncccn2)c1	9	-19%	2.9	-2	i	0%	-9%	5%
O=C(C=Cc1ccccc1)Nc1ccccc1	12	-24%	1.7	-7	i	.	10%	-4%
CCCCCCCCC(=O)c1c(OC)oc(C=O)cc1=O	-13	i	0.6	2	i	.	-24%	3%
CCCOc1ccc(/C=N/Nc2cc(N3CCOCC3)ncn2)c(O)c1	5	i	-5.4	-5	i	1%	-6%	9%
N/C(=N\OC(=O)c1ccccc1Cl)c1cccnc1	0	-18%[57.5 µM]	-2.9	2	i	0%	3%	0%
COc1ccc(/C(N)=N/OC(=O)CCC2CCCC2)cc1	10	i	0.4	6	i	-2%	6%	5%
Cc1ccc(C2(C)NC(=O)N(CC(=O)Nc3cccnc3Cl)C2=O)cc1 (centres undefined)	-6	-14%	0.5	-4	i	2%	5%	-14%
Cc1ccc2nc(C)cc(C(=O)N3CCCC(N4CCN(c5ccccc5C)CC4)C3)c2c1 (centres undefined)	-10	i	-4.7	-14	i	-3%	-2%	-2%
COc1ccc(-c2cc3nc4c(c(=O)n3[nH]2)CCC4)cc1	10	-8%	-1.9	-5	i	-26%	10%	-2%
Cc1cc(C(=O)OCC(=O)Nc2nnc(C(C)C)s2)c2ccccc2n1	14	-3%	-0.1	5	i	-6%	-4%	-6%
Cc1[nH]c2ccc(-c3n[nH]c(=S)n3-c3ccc(Br)cc3)cc2c1C	-28	i	-1.7	-4	i	-1%	6%	-22%
CCc1ccc(-n2c(=O)c3ccccc3n3c(=S)[nH]nc23)cc1	-2	i	-5.3	2	i	0%	10%	22%
Cn1cnc2c(oc3ccccc32)c1=O	9	-11%	1.6	8	i	.	11%	2%
O=C(NCc1ccco1)c1cc(S(=O)(=O)N2CCOCC2)ccc1Br	0	-10%	-3.8	-23	i	1%	6%	-4%
CCc1ccc(C2C(C#N)=C(N)Oc3cc(N)ccc32)cc1 (centres undefined)	4	-1%	0.8	-11	i	-14%	6%	-19%
COc1ccc(-c2nc(/C=C3\C(C)=Nc4ccccc43)c(O)o2)cc1	-9	i	-2.1	-6	i	2%	4%	-23%
COc1ccc(C(=O)OCC(=O)NCC2CCCO2)cc1[N+](=O)[O-] (centres undefined)	8	-2%	-2.6	-1	i	0%	13%	0%
Cc1ccc(-c2nnn(CC(=O)N(c3ccc4c(c3)OCCO4)C(C(=O)NCC3CCCO3)c3ccc(F)cc3)n2)o1 (centres undefined)	-2	19%	1.2	3	i	1%	-5%	-4%
Cc1ccc(C(=O)CSc2nnc3c4ccccc4nc(C(C)(C)C)n23)cc1	-12	i	-1.7	6	i	-1%	10%	-16%
CCn1cc(C(=O)O)c(=O)c2cnc(N3CCN(C(=S)NC(=O)c4ccc(OC)cc4)CC3)nc21	4	-9%	-0.3	15	i	1%	-6%	-8%
Cc1cc(Nc2ccccc2)c2c([N+](=O)[O-])c(C)cc(C)c2n1	0	-5%	0.6	14	i	-2%	4%	4%
COc1cc(/C=N/Nc2nc(-c3ccc(S(=O)(=O)N(C)C)cc3)cs2)ccc1O	48	-94%[inhibitor]	-2.4	27	i	1%	4%	9%
O=C(O)/C(=C\c1cn(-c2ccccc2)nc1-c1cccnc1)NC(=O)c1ccccc1	-13	i	0.5	-1	i	0%	7%	12%
O=C1CC(C(=O)N(c2ccccc2)C(C(=O)NC2CCCC2)c2ccncc2)CS1 (centres undefined)	-7	?	-2.9	-2	i	-1%	8%	-1%
C[n+]1cccc(C2C(C#N)=C(N)Oc3c2ccc2ccccc32)c1 (centres undefined)	7	0%	2.2	9	i	-2%	9%	-10%
COc1ccc(Cn2c(=O)[nH]c3cc(C(=O)N4CCN(c5ccccc5F)CC4)ccc3c2=O)cc1	4	-13%	-1.3	3	i	-1%	-12%	0%
COc1cccc(C(NC(C)=O)c2nc(-c3cccc(F)c3)cs2)c1 (centres undefined)	53	i	0.4	2	.	.	6%	?
Cc1csc2nc(O)c(C(=O)NC3CCCCC3)c(=O)n12	-21	i	-1.3	3	i	-1%	-10%	1%

In the list so far, nine contain a Cl atom:
SMILES	D3 antag	PTHR1 agonist	CCT chaperon mod	DRD3 agonist	pAkt inh	MmCpn inh	EPAC2 ag	EPAC2 antagonist
O=C(Nc1ccccc1Cl)C1Cc2ccccc2O/C1=N\O (centres undefined)	8	-2%	1.5	-3	i	0%	4%	5%
CSc1nsc(SCc2ccc(Cl)cc2)n1	-18	i	-3.0	3	i	1%	5%	2%
CCCCOC(=O)CSc1nnc(-c2ccc(Cl)cc2Cl)o1	-52*	i	-2.9	-2	i	-2%	-16%	?
COc1cc(NC(=O)COc2c(C)cc(C)cc2[N+](=O)[O-])c(OC)cc1Cl	9	i	-4.5	6	i	-6%	19%	-15%
COCC(=O)Nc1nnc(COc2ccc(Cl)cc2)s1	-25	i	-2.8	2	i	1%	-20%	-17%[57.1 µM]
O=C(Cn1nnc(-c2cccs2)n1)NNC(=O)c1ccccc1Cl	4	i	-3.1	8	i	-1%	7%	2%
Clc1cccc(Oc2ncccn2)c1	9	-19%	2.9	-2	i	0%	-9%	5%
N/C(=N\OC(=O)c1ccccc1Cl)c1cccnc1	0	-18%[57.5 µM]	-2.9	2	i	0%	3%	0%
Cc1ccc(C2(C)NC(=O)N(CC(=O)Nc3cccnc3Cl)C2=O)cc1 (centres undefined)	-6	-14%	0.5	-4	i	2%	5%	-14%
